Source: PubChem BioAssay
aSyn yeast inh: inhibitors of alpha-synuclein toxicity in yeast | Potency, µM (highest dose often 46.1 µM), inactives show top-dose growth rescue (activation), hits mostly activators | Yeast expressing alpha-synuclein, growth rescue, BacTiter-Glo, 24 h | hit rate 0.14% among 370,000 | AID 652106; further: potency means the concentration at half of the fitted maximal effect; % of control where 0% means no effect; nearly all actives have a fitted effect of over 65% in size
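Readout is rescue of growth in alpha-synuclein-expressing yeast, so inhibitors of toxicity appear as activators. Growth after 24 hr at 30 deg C in galactose medium is quantified by luminescence.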
D3 antag: blocks the human D3 dopamine receptor | max response, negative = inhibition, % | AID 652054 | hit rate 2.5% among 360,000 | P35462 | D3R cells, DiscoveRx beta-arrestin luminescence, antagonist mode; stronger effect = lower value; in the data active means max response below about -50%; inconclusive means no clear call, values can overlap the other calls; further: on the % scale 0 is the no-effect control and ±100 the full control effect; mostly tested at two doses, the higher about 12 µM
Target sequence (P35462 whole entry, looked up): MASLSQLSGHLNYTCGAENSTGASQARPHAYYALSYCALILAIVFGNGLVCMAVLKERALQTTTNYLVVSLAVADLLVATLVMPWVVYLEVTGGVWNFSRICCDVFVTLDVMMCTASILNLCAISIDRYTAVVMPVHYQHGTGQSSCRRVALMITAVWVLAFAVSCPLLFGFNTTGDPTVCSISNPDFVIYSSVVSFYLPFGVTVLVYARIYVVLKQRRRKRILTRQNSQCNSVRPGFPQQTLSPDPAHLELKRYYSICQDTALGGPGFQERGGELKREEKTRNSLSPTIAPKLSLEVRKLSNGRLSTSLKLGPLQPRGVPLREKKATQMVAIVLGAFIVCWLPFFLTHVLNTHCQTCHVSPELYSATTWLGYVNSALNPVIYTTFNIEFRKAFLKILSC
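Cells expressing the human receptor were seeded at 1500 cells/well, incubated overnight at 37 degrees C in 5% CO2, then exposed to library compounds with dopamine controls for 90 minutes at 37 degrees C before luminescent detection.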
DRD3 agonist: D3 dopamine receptor (human) agonism | hit rate 0.58% among 410,000 | AID 652048 | D3R DiscoveRx beta-arrestin cells, luminescence, 90 min | P35462 | max activation, %; in the data active means max activation above about 30%; further: 0% is about no effect; mostly tested at two doses, the higher about 12 µM
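Agonist mode: compounds and dopamine controls were applied to plated cells for 90 min at 37 degrees C after an overnight attachment at 1500 cells/well. Luminescent read-out followed 30 - 60 minutes at room temperature with DiscoveRx detection reagent.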
FUS yeast rescue: rescues growth of FUS-expressing yeast; S. cerevisiae FUS-expressing, growth rescue, OD600, 24 h; Potency, µM (top dose mostly 76.6 µM), inactives show top-dose growth rescue (activation), usual class: activators; hit rate 0.24% among 390,000; AID 1347120;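 further: potency means the concentration at half of the fitted maximal effect; plate controls were DMSO vehicle for no effect and reference control for full effect; nearly all actives have a fitted effect of over 55% in size; some results filed as inactive show a strong effect at the top dose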
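FUS-expressing yeast, raffinose-pregrown, induced in 2% galactose minimal medium at OD 0.005; compounds in a dilution series, 24hr at 30C. Growth restoration read as absorbance at 600 nm. CP55940 positive control, DMSO negative.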
TDP43 rescue: rescues yeast growth from TDP-43 toxicity; TDP-43 expressing yeast growth rescue, BacTiter-Glo, 24 h; hit rate 1.8% among 410,000; Potency, µM (doses to about 46.1 µM), inactives show top-dose growth rescue (activation), most hits filed as activators; further: potency means the concentration at half of the fitted maximal effect; % of control where 0% means no effect; nearly all actives have a fitted effect of over 50% in size
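Growth rescue of TDP-43-toxic yeast measured as ATP luminescence (BacTiter-Glo). Cells grown to mid-log in raffinose, induced in galactose at OD600=0.02, exposed to compound 24 hr at 30 deg C.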
EPAC2 antagonist: blocks human EPAC2 exchange factor. Q8WZA2. AID 720708. EPAC2 GEF exchange of Rap1B-BODIPY-GDP, fluorescence. Potency, µM (titrated, usually from 114 µM), for inactives: at the highest dose activity, negative = inhibition, actives largely listed as inhibitors. hit rate 0.18% among 360,000; further: potency means the concentration at half of the fitted maximal effect; on the % scale 0 is the no-effect control and ±100 the full control effect; nearly all actives have a fitted effect of over 45% in size; many of its hits are not listed in these tables
Abeta yeast res: restores growth of yeast expressing A-beta42 peptide; Potency, µM (doses to about 46.1 µM), inactives show at the highest dose growth rescue, hits mostly activators; yeast expressing A-beta42, growth rescue, OD600, 48 h; response scale: 0% DMSO, 100% iron-clioquinol control; hit rate 0.063% among 410,000; further: potency means the concentration at half of the fitted maximal effect; nearly all actives have a fitted effect of over 55% in size
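Yeast growth medium received pinned compounds, then yeast cells expressing toxic A-beta were added; plates incubated at 30 C for 48 hr. Growth read as absorbance at 600 nm, normalized to DMSO and equimolar FeCl3 plus clioquinol controls.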
EPAC2 agonist: activates human EPAC2 exchange factor. Potency, µM (highest dose often 154 µM), for inactives: at the top dose activation, hits mostly activators. EPAC2 activation, biochemical qHTS; response scale: 100% = 6.5 mM cAMP response. Q8WZA2. hit rate 0.079% among 360,000. AID 720711; further: potency means the concentration at half of the fitted maximal effect; nearly all actives have a fitted effect of over 50% in size
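Guanine nucleotide exchange by EPAC2 is measured as reduced fluorescence of BODIPY-GDP once it is released from 250 nM Rap1B. Plates are read kinetically for 30 min at room temperature; results are scaled to 6.5 mM cAMP.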
The depositor's hits bear a star; ? = inconclusive; . = no result given; [ ] = dose if it differs, or a comment. Unless noted, the call rests on the fitted dose curve; in most records, active means well fitted curve in the direction sought with a large enough effect; inconclusive means small, poorly fitted or top-dose-only effect, or another doubt; inactive means no such curve, though single readings can be large; an effect the other way counts as inactive or inconclusive.

nr	Molecule	aSyn yeast inh	D3 antag	DRD3 agonist	FUS yeast rescue	TDP43 rescue	EPAC2 antagonist	Abeta yeast res	EPAC2 agonist
1	CC(=O)N(C)c1ccc(C=C2C=Cc3ccccc32)cc1	5%	0	1	.	14µM*	-21%	-17%	7%
2	Cc1ccc(C(=O)OCC(=O)NC2CCCCC2)s1	-4%	-9	-10	1%	9%	-3%	-3%	4%
3	Nc1c(NCCN2CCOCC2)c2ccccc2oc1=O	9%	11	8	-2%	4%	20%	11%	9%
4	O=C(Cc1ccccc1)N1CCC(C(=O)N2CCN(c3ccc(F)cc3)CC2)CC1	5%	18	3	.	?	14%	13%	3%
5	CCn1cnc2c1c(=O)n(Cc1nnc3n1-c1ccccc1SC3)c(=O)n2Cc1ccccc1	3%	?	7	12%	27%	-6%	20%	1%
6	CSc1ccc(/C=C/C(=O)OCC(=O)N(C)CCC#N)cc1	-9%	-4	-3	25%	-16%	7%	-9%	10%
7	Cc1cc(C(=O)Nc2ncc(C)s2)c2ccccc2n1	0%	-4	0	14%	23%	3%	1%	-6%
8	Nc1nc(NC(=O)c2ccc(Cl)cc2)nn1-c1ccccc1	6%	9	-3	.	4%	10%	16%	1%
9	CCOC(=O)N1CCN(S(=O)(=O)c2ccc(NC(C)=O)cc2)CC1	-6%	2	8	-32%	-6%	2%	-6%	14%
10	Cc1ccccc1Cn1cc(NC(=O)CCCn2nc([N+](=O)[O-])cc2C)cn1	13%	21	-4	7%	-14%	1%	6%	0%
11	COc1ccccc1C(=O)NC(=S)Nc1cccc2cc(O)ccc12	7%	2	-1	21%	?	-2%	6%	19%
12	COc1ccccc1P(=O)(c1ccccc1)c1ccc([N+](=O)[O-])cc1 (stereo unspecified)	3%	-13	-6	-6%	-1%	1%	3%	4%
13	Cc1ccccc1-c1nnn(CC(=O)N(C)CC(=O)Nc2ccccc2C(F)(F)F)n1	0%	-17	-7	12%	-11%	13%	5%	0%
14	COc1ccc(S(=O)(=O)Nc2ccccn2)cc1C(=O)Nc1ccccc1	9%	-1	4	.	8%	14%	-9%	8%
15	CC(=O)CCC(=O)NCCc1ccccc1F	-4%	8	3	3%	-12%	12%	-18%	2%
16	Cc1ccccc1CC(=O)N1CCN(S(=O)(=O)c2ccc(Cl)s2)CC1	15%	4	-3	9%	38%	-9%	14%	8%
17	COc1ccc(NC(=O)N2CCCC(C(=O)NCc3ccccc3F)C2)cc1 (stereo unspecified)	6%	2	-2	12%	-3%	9%	12%	4%
18	Cc1cc(N2C(=O)C=CC2=O)c([N+](=O)[O-])cc1C	-69%[inhibitor]	2	1	60%	-22%[0.397 µM]	2%	-96%[inhibitor]	4%
19	CCC(C)(C)NC(=S)Nc1ccc(-c2nc3ccc(C)cc3s2)cc1	-9%	-2	11	.	-16%	20%	9%	3%
20	Fc1ccc(C2NC(=S)NC3=C2N2CCC3CC2)cc1 (stereo unspecified)	-2%	9	3	-8%	-2%	3%	18%	7%
21	COc1ccc2[nH]c3c(c2c1)CCN1C(=O)N([C@@H](C)C(=O)NC2CCN(Cc4ccccc4)CC2)C(=O)[C@]31C	0%	11	-21	22%	9%	1%	-13%	2%
22	Clc1cccc(-c2ccc(C3Nc4cccc5cccc(c45)N3)o2)c1	.	.	.	5%	.	18%	1%	-11%
23	COc1ccccc1NC(=O)Cn1c(=O)n(Cc2ccccc2)c(=O)c2c1c1cc(C)ccc1n2C	.	.	3	1%	14%	.	-2%	.
24	CCOc1ccccc1C(=O)Nc1cc(Cl)ccc1O	-35%[inhibitor]	7	2	22%	2.8µM*	-9%	-53%[inhibitor]	17%
25	O=C(C1CCCC1)N1CCN(S(=O)(=O)c2cccc(Cl)c2Cl)CC1	-5%	0	-3	19%	-6%	-6%	-16%	2%
26	CCC(=O)N1c2ccccc2-c2nnc(SC)nc2OC1c1ccc(OC)c(OC)c1 (stereo unspecified)	10%	-25	-12	?	-18%	3%	-9%	9%
27	CCC(=O)Nc1ccc(S(=O)(=O)NCc2cccn2Cc2cccc(C)c2)cc1	.	.	-3	22%	28%	.	-3%	.
28	O=C1CCC(=O)N1CCCCCc1nc(-c2ccccc2)no1	-2%	14	-7	-11%	11%	12%	-10%	2%
29	CCOC(=O)c1c(C)[nH]c(C)c1C(=O)COC(=O)/C=C/c1cccc([N+](=O)[O-])c1	8%	20	4	5%	7%	-14%	3%	4%
30	Cc1ccccc1NC(=O)CCCCCN1C(=O)[C@@H]2Cc3ccccc3CN2C1=O	11%	6	8	29%	2%	3%	-13%	12%

Reformatted in transposed form: part of the list above
[26] CCC(=O)N1c2ccccc2-c2nnc(SC)nc2OC1c1ccc(OC)c(OC)c1 (stereo unspecified)
[8] Nc1nc(NC(=O)c2ccc(Cl)cc2)nn1-c1ccccc1
[20] Fc1ccc(C2NC(=S)NC3=C2N2CCC3CC2)cc1 (stereo unspecified)
[10] Cc1ccccc1Cn1cc(NC(=O)CCCn2nc([N+](=O)[O-])cc2C)cn1
[3] Nc1c(NCCN2CCOCC2)c2ccccc2oc1=O

| Assay by compound | 26 | 8 | 20 | 10 | 3 |
| --- | --- | --- | --- | --- | --- |
| aSyn yeast inh | 10% | 6% | -2% | 13% | 9% |
| D3 antag | -25 | 9 | 9 | 21 | 11 |
| DRD3 agonist | -12 | -3 | 3 | -4 | 8 |
| FUS yeast rescue | ? | . | -8% | 7% | -2% |
| TDP43 rescue | -18% | 4% | -2% | -14% | 4% |
| EPAC2 antagonist | 3% | 10% | 3% | 1% | 20% |
| Abeta yeast res | -9% | 16% | 18% | 6% | 11% |
| EPAC2 agonist | 9% | 1% | 7% | 0% | 9% |

Next part:
nr	Molecule	aSyn yeast inh	D3 antag	DRD3 agonist	FUS yeast rescue	TDP43 rescue	EPAC2 antagonist	Abeta yeast res	EPAC2 agonist
31	Cc1cccc(NC(=O)C2CCCN(S(=O)(=O)c3c(C)[nH]c(=O)[nH]c3=O)C2)c1C (stereo unspecified)	.	.	2	-8%	6%	.	-3%	.
32	NS(=O)(=O)c1ccc(NC(=O)CSc2nnc(-c3ccc(O)cc3)o2)cc1	-2%	-24	1	17%	-7%	-20%	0%	18%
33	Cc1occc1-c1n[nH]c(=S)n1-c1ccccc1	9%	13	4	-10%	17%	7%	?	1%
34	CCOc1ccc(Br)cc1CC(=O)O	11%	1	3	-55%	14%	2%	8%[9.22 µM]	6%
35	O=C(NCC1CCCO1)C(C(=O)c1ccccc1)n1cc(Cl)ccc1=O (stereo unspecified)	-3%	19	1	11%	10%	9%	28%	-9%
36	O=C(NCc1ccc(F)cc1)C(Cc1ccccc1)n1cccc1 (stereo unspecified)	-1%	-15	0	0%	-6%	-7%	7%	16%
37	C=CCc1ccc(OCCOCCOc2cccc3cccnc23)c(OC)c1	12%	2	3	11%	1%	-14%	1%	5%
38	CCOC(=O)c1c(S(=O)(=O)N2CCCC(C(=O)NCc3ccccc3Cl)C2)c(C)n(C)c1C (stereo unspecified)	.	.	-21	-3%	2%	.	-23%	.
39	Cc1cc(C)c(CSc2ncnc3nc[nH]c23)c(C)c1	-23%	-10	-3	1%	-3%	6%	-19%	-5%
40	Cc1cc(N(C)C)nc(SC(C)C)n1	-8%	0	3	-34%	-11%	4%	7%	-27%
41	O=C(OCCN1CCCCC1)c1ccccc1F	4%	-24	-28	16%	7%	6%	-1%	4%
42	CC(C)[C@H](NC(=O)c1ccccc1Cl)C(=O)OCC(=O)NC(=O)NC1CCCC1	8%	7	5	16%	-8%	17%	4%	14%
43	CN=C1S/C(=C\c2ccc(SC)cc2)C(=O)N1C	-1%	5	1	22%	-5%	7%	-22%	4%
44	CC1=NC(=O)C(N=Nc2cccc(O)c2)N1c1ccccc1 (stereo unspecified)	-1%	-24	5	6%	-11%	-5%	-3%	16%
45	C[C@H](O)[C@@H]1C(=O)N2CCc3ccc(N4CCN(C)CC4)cc3[C@@H]2C[C@@H]1N(C)C(=O)c1cccnc1	3%	1	6	-27%	21%	9%	11%	6%
46	CCNCCC(=O)N1c2ccccc2Sc2ccc(C(F)(F)F)cc21	-4%	-70*	-11	16%	-3%	-11%	5%	6%
47	COC(=O)/C(=N/Nc1ccccc1C)Sc1nnc(C(O)c2ccccc2)n1-c1ccccc1 (stereo unspecified)	2%	-4	0	0%	-1%	-1%	4%	-17%
48	COC(=O)CSc1nnc(-c2cccc(O)c2)o1	.	.	-23	0%	16%	.	-9%	.
49	Nc1nc2n(n1)C(c1ccco1)CC(c1ccccc1)N2 (stereo unspecified)	1%	0	1	24%	-13%	-11%[57.1 µM]	6%	4%
50	C/C(=N\NC(=O)c1ccoc1C)c1ccccc1O	23%	-7	5	-3%	-2%	2%	-8%	3%
51	O=C(Nc1ccc(Cl)c([N+](=O)[O-])c1)c1cnccn1	0%	11	-4	.	14%	4%	4%	4%
52	CCC(C)c1c(O)nc(SCC(=O)N2CCCCC2)[nH]c1=O (stereo unspecified)	-5%	-24	-9	-12%	-9%	5%	-23%	3%
53	CCCCOc1ccc(C(=O)N2CCNC(=O)C2)cc1	0%	3	2	-2%	-10%	4%	5%	10%

Profiles as entered above.
CCCCOc1ccc(C(=O)N2CCNC(=O)C2)cc1 across the screens: aSyn yeast inh = 0%; D3 antag = 3; DRD3 agonist = 2; FUS yeast rescue = -2%; TDP43 rescue = -10%; EPAC2 antagonist = 4%; Abeta yeast res = 5%; EPAC2 agonist = 10%
O=C(OCCN1CCCCC1)c1ccccc1F across the screens: aSyn yeast inh = 4%; D3 antag = -24; DRD3 agonist = -28; FUS yeast rescue = 16%; TDP43 rescue = 7%; EPAC2 antagonist = 6%; Abeta yeast res = -1%; EPAC2 agonist = 4%

Not all compounds are listed; the hit share may differ from the screen's.
